SENP7 inh – SENP7 protease inhibitors, primary screen, biochemical, luminescence, uHTS; Sentrin-specific protease 7 (Homo sapiens), Q9BQF6; inhibition, % at 5 µM; 1.5% of 330,000 active; recombinant SENP7, Z-RLRGG-aminoluciferin luminescence, 40 min;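 active = inhibition above about 50% at the single test dose, limit read from the data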;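 also: plate controls were DMSO with enzyme for no effect and no enzyme buffer wells for full effect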
Target sequence (Q9BQF6 706-1050 limits assumed): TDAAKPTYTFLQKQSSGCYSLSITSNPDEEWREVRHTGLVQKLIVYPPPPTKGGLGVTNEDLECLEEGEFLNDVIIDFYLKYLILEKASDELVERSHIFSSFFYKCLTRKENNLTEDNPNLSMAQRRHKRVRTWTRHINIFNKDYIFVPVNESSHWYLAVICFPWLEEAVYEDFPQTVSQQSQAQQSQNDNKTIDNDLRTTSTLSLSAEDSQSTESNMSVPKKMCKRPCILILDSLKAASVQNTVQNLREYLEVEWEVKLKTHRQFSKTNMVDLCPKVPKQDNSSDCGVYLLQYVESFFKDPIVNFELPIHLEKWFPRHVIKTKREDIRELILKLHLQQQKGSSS
Gli-Sufu antag – Gli-Sufu pathway antagonists, primary screen, luciferase luminescence, Sufu-KO-LIGHT cells, uHTS | Sufu-KO-LIGHT fibroblasts, Gli luciferase reporter luminescence | inhibition, % at 5 µM | 0.74% of 340,000 active | AID 588413, 2011;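 active = inhibition above about 55%, limit read from the data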;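 also: 0% = DMSO-treated cells and 100% = wells with medium but no cells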
UBC13 inh – UBC13 polyubiquitin chain formation inhibitors, primary screen, biochemical, TR-FRET, uHTS. Ubiquitin-conjugating enzyme E2 N (Homo sapiens), P61088. inhibition, % at 20 µM. 0.47% of 330,000 active; in the data active = inhibition above about 45%, passing the limit was not always enough
Target sequence (P61088 whole entry, looked up): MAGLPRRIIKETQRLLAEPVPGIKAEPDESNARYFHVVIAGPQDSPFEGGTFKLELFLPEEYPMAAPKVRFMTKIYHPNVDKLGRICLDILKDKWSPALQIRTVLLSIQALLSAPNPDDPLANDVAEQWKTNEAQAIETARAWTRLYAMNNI
Jurkat NFkB inh – inhibitors of induced NF-kB luciferase reporter, primary screen, TCR NF-kB activation inhibitor project, cell-based, luminescence, uHTS | 0.53% of 330,000 active | Jurkat, PMA/ionomycin-induced NF-kB luciferase reporter | AID 435003, 2010 | inhibition, % at 4 µM
SENP8 inh – SENP8 protease inhibitors, primary screen, biochemical, luminescence. Sentrin-specific protease 8 (Homo sapiens), Q96LD8. 1.2% of 330,000 active. inhibition, % at 10 µM. purified SENP8, Z-RLRGG-aminoluciferin cleavage. AID 2540, 2010
Target sequence (Q96LD8 whole entry, looked up): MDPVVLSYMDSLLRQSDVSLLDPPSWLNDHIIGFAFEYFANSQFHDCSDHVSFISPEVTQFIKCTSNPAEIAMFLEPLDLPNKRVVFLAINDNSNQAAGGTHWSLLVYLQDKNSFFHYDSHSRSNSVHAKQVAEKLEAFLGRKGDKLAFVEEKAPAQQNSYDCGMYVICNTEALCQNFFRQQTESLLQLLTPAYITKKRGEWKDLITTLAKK
697 NFkB inh – inhibitors of PMA/ionomycin-induced NF-kB reporter, 697 cells, primary screen, B-cell NF-kB inhibitor project, cell-based, luminescence, uHTS; 697 B-cell NF-kB luciferase reporter, 16 h; inhibition, % at 4 µM; 0.33% of 330,000 active; in the data active = inhibition above about 35%
Apaf-1 inh – inhibitors of human Apaf-1 apoptosome, primary screen, biochemical, DEVD-Rh110 fluorescence, uHTS; reconstituted apoptosome caspase-3 activity; inhibition, % at 20 µM; Apoptotic protease-activating factor 1 (Homo sapiens), O14727; 0.71% of 330,000 active; active = inhibition of at least 40% at 20 µM;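 also: plate controls were DMSO wells for no effect and DEVD-CHO caspase inhibitor wells for full effect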
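Medium: Hepes buffer, pH 7.5 / System: biochemical Apaf-1 apoptosome reconstitution / Measured by: Rh110 fluorescence, excitation 480 nm, emission 540 nm / Times: compound with Apaf-1, dATP, procaspase-3 30 min, then 50 min reaction, room temperature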
HKDC1 inh – HKDC1 hexokinase inhibitors, primary screen, biochemical, fluorescence, uHTS. Q2TB90. recombinant HKDC1, G6PDH/diaphorase resazurin coupled fluorescence. inhibition, % at 20 µM. 0.16% of 340,000 active;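 active = inhibition above about 35% when tested at 20 µM, limit read from the data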;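 also: plate controls were DMSO wells with enzyme for no effect and DMSO wells lacking enzyme for full effect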
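Test system: Recombinant HKDC1 (HK5) hexokinase enzyme, produced in-house | Input: HKDC1 at 5 µg/mL | Buffer or medium: Tris pH 8.0 buffer with MgCl2, Tween-20, BSA, BME | Schedule: 90 min reaction incubation at room temperature, dark | Technique: Resazurin-to-resorufin fluorescence via G6PDH and diaphorase coupling, 525/613 nm | Controls: DMSO wells with and without enzyme mix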
* = called active by the depositor; · = no result given. Rule as the data show it, unless noted: active = inhibition above about 50%; inactive = the rest. Compounds as they come. About 3.6% of those tested had a hit in this group.

1. CCOC(=O)C1CCN(C(=O)Cn2cnc3sc(C)c(S(=O)(=O)N4CCCCC4)c3c2=O)CC1
2. Cc1onc(-c2ccccc2)c1C(=O)n1cccn1
3. CCC(=O)Nc1cccc(NC(=O)CSc2nnnn2C)c1
4. Cn1c(=O)c(=O)n(C)c2cc(S(=O)(=O)CCC(=O)Nc3c(F)c(F)c(F)c(F)c3F)ccc21
5. COc1ccc(CCNC(=O)N2CCOCC2)cc1
entry no.	1	2	3	4	5
Apaf-1 inh	4	5	1	-2	-8
SENP8 inh	0	-15	1	1	5
HKDC1 inh	3	0	-5	-4	-8
UBC13 inh	8	4	-4	1	2
697 NFkB inh	1	-23	10	7	7
Jurkat NFkB inh	0	8	-12	3	0
SENP7 inh	8	-4	3	11	-7
Gli-Sufu antag	9	7	2	0	-93

6. CCc1ccc(OCC(O)CN2CCC(CN3C(=O)c4cccc5cccc(c45)C3=O)CC2)cc1 (configuration not stated)
7. CCOC(=O)[C@H](CCc1ccccc1)N[C@@H](C)C(=O)N1[C@H](C(=O)O)C[C@@H]2CCC[C@@H]21
8. O=C(NCCc1csc(-c2ccccc2)n1)c1cccs1
9. O=C(CSc1ncn[nH]1)Nc1ccccc1Sc1ccccc1
10. O=C(CSCc1ccc(Cl)cc1)NN=C1CCCC1
entry no.	6	7	8	9	10
Apaf-1 inh	42*	-6	3	-8	1
SENP8 inh	-9	0	4	-3	-6
HKDC1 inh	-5	1	0	4	-5
UBC13 inh	61*	11	6	14	-12
697 NFkB inh	-27	2	-2	-13	-2
Jurkat NFkB inh	21	3	3	6	3
SENP7 inh	-8	1	-5	-9	7
Gli-Sufu antag	-8	7	-3	1	-30

Look-ups from the results shown.
Under HKDC1 inh, cpd 7 shows 1
Under Gli-Sufu antag, cpd 9 shows 1

Continuation.
11. Cc1ccsc1CN(C)C(=O)CN1C(=O)NC(c2ccccc2)(c2ccccc2)C1=O
12. O=[N+]([O-])c1c(Nc2ccc(O)cc2)cc(Cl)c2nonc12
13. CCOC(=O)N1CCN(C2CCCN(C(=O)c3ccccc3N(C)C)C2)CC1 (configuration not stated)
14. CN(CC(CC(=O)Nc1nncs1)c1ccccc1)S(=O)(=O)c1ccc(Br)cc1 (configuration not stated)
15. CC(OC(=O)c1ccc(F)cc1)C(=O)Nc1nc(-c2cccc([N+](=O)[O-])c2)cs1 (configuration not stated)
entry no.	11	12	13	14	15
Apaf-1 inh	18	21	5	10	5
SENP8 inh	6	5	9	3	6
HKDC1 inh	3	17	-4	5	-1
UBC13 inh	9	-81	3	7	-2
697 NFkB inh	20	12	14	5	0
Jurkat NFkB inh	1	27	-2	-3	9
SENP7 inh	-1	1	3	-7	2
Gli-Sufu antag	-5	5	-6	8	-13

Single records, from the list above. Values in the order: Apaf-1 inh	SENP8 inh	HKDC1 inh	UBC13 inh	697 NFkB inh	Jurkat NFkB inh	SENP7 inh	Gli-Sufu antag
`O=[N+]([O-])c1c(Nc2ccc(O)cc2)cc(Cl)c2nonc12` is entered as 21	5	17	-81	12	27	1	5
`CC(OC(=O)c1ccc(F)cc1)C(=O)Nc1nc(-c2cccc([N+](=O)[O-])c2)cs1` (configuration not stated) is entered as 5	6	-1	-2	0	9	2	-13

Additional structures follow.
16. Cc1nn(C)c(C)c1NC(=O)c1ccc(Cl)cc1
17. O=C1N=C(N2CCc3ccccc3C2)S/C1=C\c1cccc(O)c1
18. COc1ccccc1NC(=O)C(=O)N/N=C(\C)CC(=O)Nc1ccccn1
19. CN1C(=O)C(CC(=O)O)S/C1=N\N=C\c1ccc(O)cc1O (configuration not stated)
20. COc1ccc(S(=O)(=O)N[C@H](C(=O)N2CC[C@@]3(O)CCCC[C@H]3C2)c2ccccc2)cc1
entry no.	16	17	18	19	20
Apaf-1 inh	7	-2	-11	1	1
SENP8 inh	-7	-1	-4	28	-7
HKDC1 inh	-3	2	-5	-6	-6
UBC13 inh	-1	-5	3	-12	6
697 NFkB inh	0	0	-5	9	19
Jurkat NFkB inh	9	-4	-1	2	-3
SENP7 inh	2	-1	1	41	-7
Gli-Sufu antag	-3	5	·	3	4

In another format: results already given
Order of values: Apaf-1 inh | SENP8 inh | HKDC1 inh | UBC13 inh | 697 NFkB inh | Jurkat NFkB inh | SENP7 inh | Gli-Sufu antag
#15 CC(OC(=O)c1ccc(F)cc1)C(=O)Nc1nc(-c2cccc([N+](=O)[O-])c2)cs1 (configuration not stated)
 : 5 | 6 | -1 | -2 | 0 | 9 | 2 | -13
#9 O=C(CSc1ncn[nH]1)Nc1ccccc1Sc1ccccc1
 : -8 | -3 | 4 | 14 | -13 | 6 | -9 | 1

Going on with the list:
21. Cc1ccc(Cn2nc(C)c(NC(=O)C3(C)CC3(Br)Br)c2C)cc1 (configuration not stated)
22. CCCC(C)c1nnc(NC(=O)CN2C(=O)c3ccccc3C2=O)s1 (configuration not stated)
23. CCn1c(=O)cc(OCC(=O)N(C)c2ccccc2F)c2ccccc21
24. COc1ccc(/C=C2\SC(=S)N(CCC(=O)NC3C=CS(=O)(=O)C3)C2=O)cc1 (configuration not stated)
25. Cn1ncc2c(Nc3ccc(Cl)c(Cl)c3)ncnc21
entry no.	21	22	23	24	25
Apaf-1 inh	7	2	3	8	2
SENP8 inh	-3	-10	-6	6	-15
HKDC1 inh	5	1	-7	2	1
UBC13 inh	1	-8	8	-14	11
697 NFkB inh	9	2	7	14	-10
Jurkat NFkB inh	12	-4	7	-17	-16
SENP7 inh	4	-2	6	10	-4
Gli-Sufu antag	8	5	5	7	10

26. CC(C)(C)OC(=O)C[C@@H]1C/C=C\C[C@H](CC(=O)NCCO)C(=O)NC[C@@H](c2ccccc2)OC1=O
27. Cc1nn(CC(=O)NCc2cccc3ccccc23)c(=O)c2ccccc12
28. COc1ccc(C2=NS(=O)(=O)N(C)C(C(=O)NC3CCCCC3)=C2)cc1OC
29. c1ccc2c(c1)OCCOCCOCCO2
30. CCN1C(=O)/C(=C\N(C)C)S/C1=N\S(=O)(=O)c1ccccc1
entry no.	26	27	28	29	30
Apaf-1 inh	-3	4	2	-16	-4
SENP8 inh	3	7	4	2	-7
HKDC1 inh	-4	-4	1	-6	4
UBC13 inh	11	5	16	4	-17
697 NFkB inh	5	-11	16	13	11
Jurkat NFkB inh	-2	-7	-12	8	-14
SENP7 inh	-4	-3	0	1	3
Gli-Sufu antag	-6	1	12	0	4

31. Cc1ccc(OCc2n[nH]c(=S)n2-c2ccc(Br)cc2)cc1
32. COc1cccc(C2CC(c3ccccc3OC)n3nc(N)nc3N2)c1 (configuration not stated)
33. COc1cc(/C=C2/C(=O)NN(c3cccc(C)c3)C2=O)cc([N+](=O)[O-])c1O
34. CC(=O)OCC1=C(C(=O)O)N2C(=O)C(NC(=O)Cn3nc(C(F)F)c(Cl)c3C)C2SC1 (configuration not stated)
35. O=C(Nc1nnc(-c2ccco2)s1)C1CCCCC1
entry no.	31	32	33	34	35
Apaf-1 inh	16	-1	7	-1	0
SENP8 inh	-3	0	2	0	-3
HKDC1 inh	0	-6	6	-8	2
UBC13 inh	-11	-11	-140	3	9
697 NFkB inh	5	4	-4	3	12
Jurkat NFkB inh	-6	16	5	5	-87
SENP7 inh	2	-5	5	0	9
Gli-Sufu antag	5	-16	-13	-7	-26

Of the compounds above, these contain bromine:
14. CN(CC(CC(=O)Nc1nncs1)c1ccccc1)S(=O)(=O)c1ccc(Br)cc1 (configuration not stated)
21. Cc1ccc(Cn2nc(C)c(NC(=O)C3(C)CC3(Br)Br)c2C)cc1 (configuration not stated)
31. Cc1ccc(OCc2n[nH]c(=S)n2-c2ccc(Br)cc2)cc1
entry no.	14	21	31
Apaf-1 inh	10	7	16
SENP8 inh	3	-3	-3
HKDC1 inh	5	5	0
UBC13 inh	7	1	-11
697 NFkB inh	5	9	5
Jurkat NFkB inh	-3	12	-6
SENP7 inh	-7	4	2
Gli-Sufu antag	8	8	5

Further records
36. O=C(O)CN1C(=O)/C(=C\c2cccc(OCc3ccccc3F)c2)SC1=S
37. Cc1[nH]c2ccccc2c1/C=N/NC(=O)CNC(=O)c1cccs1
38. CC(=O)N1c2ccccc2C(C)=CC1(C)C
39. CCC(C)NC(=O)Cc1c(OC)ccc2cc(Br)ccc12 (configuration not stated)
40. Cc1ccc(/C(O)=C2/C(=O)C(=O)N(CC(=O)O)C2c2ccc([N+](=O)[O-])cc2)cc1 (configuration not stated)
entry no.	36	37	38	39	40
Apaf-1 inh	5	-9	-8	-11	4
SENP8 inh	-3	-9	6	-3	-1
HKDC1 inh	19	-3	0	-7	-2
UBC13 inh	-6	-9	8	-19	0
697 NFkB inh	11	7	5	15	3
Jurkat NFkB inh	0	0	21	12	18
SENP7 inh	2	11	-1	4	-2
Gli-Sufu antag	26	0	1	1	-5

41. Cc1noc(C)c1S(=O)(=O)N1CCCC(C(=O)Nc2cccnc2)C1 (configuration not stated)
42. COCCCNC(=O)CCc1c(C)nc2c(c(C)nn2-c2ccccc2)c1C
43. CC1CCN(c2ccccc2NC(=O)c2ccc(Br)o2)CC1
44. NC(=S)NC1CC2CC1C1C=CCC21 (configuration not stated)
45. O=C(COc1ccc2ccc(=O)oc2c1)Nc1ccc2c(c1)OCCO2
entry no.	41	42	43	44	45
Apaf-1 inh	-5	2	15	-5	4
SENP8 inh	4	-10	-3	-4	2
HKDC1 inh	-7	-5	-1	-1	-2
UBC13 inh	1	-1	-17	-13	-7
697 NFkB inh	6	10	-6	-24	22
Jurkat NFkB inh	-22	-6	11	-1	5
SENP7 inh	5	0	18	10	8
Gli-Sufu antag	6	2	31	2	6

46. CCCS(=O)(=O)N1CCN(C2Cc3ccccc3C2)CC1
47. O=C(NC1CCCCC1)N1CCNCC1
48. C=C(C)c1cccc(C(C)(C)NC(=O)NCCCn2ccnc2)c1
49. Nc1ccc(S(=O)(=O)c2ccc(Cl)cc2)cc1
50. CCOc1ccc(C(=O)OCCCN(C)C)cc1
51. CC1=CC(=O)N(c2ccc(C)cc2)C1c1ccc(Cl)cc1 (configuration not stated)
52. Cc1ccc(/C=C/C(=O)OCC(=O)Nc2ccccc2Sc2ccccc2)cc1
53. Cc1ccc(C)c(NC(=O)CN(C)C(=O)Cc2coc3cc(C)c(C)cc23)c1
entry no.	46	47	48	49	50	51	52	53
Apaf-1 inh	-23	-8	-22	-12	-5	10	12	26
SENP8 inh	-4	-2	-2	0	-6	-4	0	-6
HKDC1 inh	-6	-4	-10	-11	-4	-7	-1	-1
UBC13 inh	-1	10	9	0	1	10	-1	-8
697 NFkB inh	15	-12	5	8	15	8	11	-7
Jurkat NFkB inh	-14	-18	9	23	-3	1	9	2
SENP7 inh	3	-3	3	6	-2	2	3	-2
Gli-Sufu antag	9	13	-2	-5	-1	1	-12	-16
